# mIAP block: blocks mouse intestinal alkaline phosphatase; purified mouse IAP, CDP-Star luminescence, 30 min; 330,000 tested, 0.2% active; inhibition, % at 10 µM; AID 2806;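 active = inhibition of at least 40% at 10 µM in the primary screen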;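 note: plate controls were DMSO with enzyme for no effect and no enzyme wells for full effect; values of inactives mirror those of a sister screen read the other way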
# A3A deaminase: inhibitors of human APOBEC3A DNA deaminase. inhibition, % at 20 µM. 330,000 tested, 0.41% active. P31941. recombinant A3A, FAM/TAMRA ssDNA deamination fluorescence;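 active = at least 40% inhibition at 20 µM here, with at most 30% in a related deaminase screen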;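 note: plate controls were A3A with DMSO for no effect and wells lacking A3A enzyme for full effect; some results filed as inactive read as strong as hits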
# Target sequence (P31941 whole entry, looked up): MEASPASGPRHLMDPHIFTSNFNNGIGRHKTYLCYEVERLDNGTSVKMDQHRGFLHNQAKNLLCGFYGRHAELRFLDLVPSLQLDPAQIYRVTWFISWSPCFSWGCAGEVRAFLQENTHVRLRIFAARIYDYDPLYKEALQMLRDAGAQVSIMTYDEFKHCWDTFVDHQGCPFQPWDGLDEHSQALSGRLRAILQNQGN
# hIAP block: blocks human intestinal alkaline phosphatase; P09923; purified IAP, CDP-Star luminescence, 30 min; inhibition, % at 10 µM; 330,000 tested, 0.12% active;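 active = inhibition reaching a set limit with compound at 10 µM in the primary screen, cut at about 35% in these data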;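 note: plate controls were DMSO wells with enzyme for no effect and no-enzyme buffer wells for full effect; values of inactives mirror those of a sister screen read the other way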
# Target sequence (P09923 whole entry, looked up): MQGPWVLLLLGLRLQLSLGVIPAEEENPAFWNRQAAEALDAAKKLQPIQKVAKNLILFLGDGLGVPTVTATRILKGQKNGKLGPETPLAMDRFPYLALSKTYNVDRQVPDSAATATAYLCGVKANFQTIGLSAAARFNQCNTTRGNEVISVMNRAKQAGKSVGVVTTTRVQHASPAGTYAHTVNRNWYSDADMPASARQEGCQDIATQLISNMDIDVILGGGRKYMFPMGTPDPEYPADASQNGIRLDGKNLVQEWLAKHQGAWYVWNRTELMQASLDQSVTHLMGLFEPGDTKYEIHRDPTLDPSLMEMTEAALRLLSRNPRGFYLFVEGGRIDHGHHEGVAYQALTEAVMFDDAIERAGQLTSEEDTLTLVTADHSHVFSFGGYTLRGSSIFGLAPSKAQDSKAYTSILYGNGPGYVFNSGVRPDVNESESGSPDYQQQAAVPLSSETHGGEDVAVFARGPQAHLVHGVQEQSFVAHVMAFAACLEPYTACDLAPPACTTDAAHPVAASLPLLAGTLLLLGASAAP
# beta cell repl: inducers of beta-cell replication in MIN6 cells; MIN6 cells proliferation, ATPlite luminescence, 48 h; cells starved in 0.2% serum; 100% = growth in 10% serum; proliferation, % at 10 µM; 330,000 tested, 0.29% active; AID 2380;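 active = compounds whose signal lies at least 3.5 SD above the mean of all wells on their plate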;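 note: 0% = DMSO-treated cells in low-serum medium and 100% = 10% serum control; some compounds called inactive have numbers as strong as hits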
# MPTP inh: inhibitors of mitochondrial permeability transition pore; inhibition, % at 10 µM; isolated mouse mitochondria, Ca2+ swelling absorbance, 30 min; 360,000 tested, 1.4% active;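 active = inhibition of 50% or more, scaled per plate between neutral and stimulator controls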;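 note: 0% = DMSO wells given calcium and 100% = 1 mM EGTA wells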
# hIAP act: increases human intestinal alkaline phosphatase activity; purified human IAP, CDP-Star luminescence, 30 min; active compounds read high; 1 = vehicle-only enzyme, 0 = enzyme-free background; activation factor at 10 µM; 330,000 tested, 0.16% active;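 active = activation factor of the enzyme at least 2-fold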; note: the source names both 10 and 20 µM as test concentration; values of inactives mirror those of a sister screen read the other way
# mIAP act: increases mouse intestinal alkaline phosphatase activity; muIAP, CDP-Star luminescence, 30 min; active compounds read high; 1 = vehicle-only enzyme signal, 0 = enzyme-free wells; 330,000 tested, 0.24% active; activation factor at 10 µM;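 active = activation factor of at least 2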; note: the source names both 10 and 20 µM as test concentration; values of inactives mirror those of a sister screen read the other way
#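 Assay system: mouse IAP enzyme / Compound: DMSO-dissolved test compounds / Timing: 30 min, room temperature / Measured by: luminescence from enzymatic CDP-Star hydrolysis / Control set: DMSO-only wells, enzyme-free buffer wells as negative control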
# A3G deaminase: blocks human APOBEC3G single-stranded DNA deamination. recombinant A3G, ssDNA deamination FAM/TAMRA fluorescence. 330,000 tested, 0.28% active. inhibition, % at 20 µM. Q9HC16;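 active = inhibition of at least 40% at 20 µM, with no more than 30% in the related APOBEC3A deaminase screen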;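 note: plate controls were DMSO wells with A3G for no effect and wells lacking A3G enzyme for full effect; some compounds called inactive have numbers as strong as hits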
# ATG4B inh: blocks human ATG4B protease cleavage of LC3 substrate; Q9Y4P1; 340,000 tested, 0.51% active; inhibition, % at 8.33 µM; ATG4B cleavage of LC3-PLA2, NBD-HPC fluorescence, 1 h; AID 504462; in the data active = inhibition above about 40%
# Target sequence (Q9Y4P1 whole entry, looked up): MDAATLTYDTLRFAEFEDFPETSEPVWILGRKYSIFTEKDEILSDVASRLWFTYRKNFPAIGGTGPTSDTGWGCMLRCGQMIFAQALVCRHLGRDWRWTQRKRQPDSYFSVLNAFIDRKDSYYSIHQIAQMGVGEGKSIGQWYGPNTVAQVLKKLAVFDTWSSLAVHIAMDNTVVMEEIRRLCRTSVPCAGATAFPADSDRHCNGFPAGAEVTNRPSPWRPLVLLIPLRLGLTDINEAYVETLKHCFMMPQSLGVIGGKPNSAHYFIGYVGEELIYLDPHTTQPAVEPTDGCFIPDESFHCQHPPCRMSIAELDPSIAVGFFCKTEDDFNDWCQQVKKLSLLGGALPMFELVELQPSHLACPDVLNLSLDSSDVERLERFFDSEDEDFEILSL
# * hit, by the source's call; . = not tested or not shown.
SMILES,mIAP block,A3A deaminase,hIAP block,beta cell repl,MPTP inh,hIAP act,mIAP act,A3G deaminase,ATG4B inh
COc1cccc(CCC(=O)N2CCC(n3nccc3NC(=O)C3CCOC3)CC2)c1 (stereo not drawn),-2,1,-40,-2,-1.3,1.4,1,-1,7
Cc1ccc(S(=O)(=O)NC(=O)c2cccc(C)c2)cc1,-3,-1,-20,-1,0.3,1.2,1,-4,-5
CC(=O)n1cc([C@H]2C=C(C(N)=O)O[C@@H](OCc3ccc(CO)cc3)C2)c2ccccc21,-7,-1,2,3,-0.6,0.98,1.1,-11,-10
Cn1cc([N+](=O)[O-])c(C(=O)NCc2cc3ccccc3[nH]2)n1,-22,-5,-6,-1,1.5,1.1,1.2,-9,-1
Cc1ccc(NS(=O)(=O)c2ccc(C(=O)N3CCCN(C)CC3)cc2)cc1,-1,-2,13,-2,0.3,0.87,1,-1,-6
Cc1ccc(OCCC(=O)OCC(=O)NC(=O)NC2CCCCC2)cc1,-6,-5,-5,2,-1.1,1,1.1,-11,0
COc1ccc(C(=O)N/C(=C/c2cccs2)C(=O)NCCCn2ccnc2)cc1OC,5,-3,-7,0,1.0,1.1,0.95,-6,0
NC(=O)NC(=O)CSc1nc2cc([N+](=O)[O-])ccc2n1-c1cccc(C(F)(F)F)c1,15,-1,11,-6,2.8,0.89,0.85,-5,1
COc1ccc(/C=C\C(=O)Oc2cccc(/C=N/NC(=O)Cc3ccc(OC)c(OC)c3)c2)cc1,8,2,1,-6,-1.1,0.99,0.92,-6,-3
COc1ccc(NC(=O)c2cccc([N+](=O)[O-])c2)cc1,-2,-2,13,-2,2.1,0.87,1,-6,-8
CSc1nc(-c2ccccc2)nc(N)c1C(C)=O,3,15,12,4,.,0.88,0.97,-1,.
CCC1=C2CC[C@H]3C(=O)N(C)C(=O)[C@H]3[C@H]2[C@@]2(Cc3ccccc3)C(=NCC(=O)OC)OC(=O)N2C1=O,2,-5,17,7,1.6,0.83,0.98,-10,-2
CC(=O)N(CCC(c1ccco1)C(C)C)Cc1ccc(OC(C)C)cc1 (stereo not drawn),-6,2,-4,-2,9.9,1,1.1,-1,26
CC1(C)CNc2cc([N+](=O)[O-])ccc2S1,10,-3,-19,-2,5.7,1.2,0.9,-6,2
O=C(NCCNC(=O)c1cc(F)cc(F)c1)c1cc(F)cc(F)c1,4,-2,-1,-3,-0.2,1,0.96,3,-2
COCCN(C(=O)COC(=O)c1ccccc1NCc1ccco1)c1c(N)n(Cc2ccccc2)c(=O)[nH]c1=O,-1,2,-5,-1,-1.4,1.1,1,-5,-9
Cc1ccc(NC(=O)CSc2nnc(-c3cccnc3)s2)cc1,12,0,13,0,0.3,0.87,0.88,-5,-3
CC(=O)c1c(C)[nH]c(C(=O)CSc2nnc(-c3ccco3)o2)c1C,10,-2,0,-1,0.0,1,0.91,-4,-3
COCCCNC(=S)NNC(=S)Nc1cccc(Cl)c1,13,-2,-35,-1,15,1.3,0.87,28,-2
COc1ccc(Oc2nc3c(c(=O)n(C)c(=O)n3C)n2Cc2cccc(OC)c2)cc1,-9,-1,-6,0,-1.9,1.1,1.1,-7,-3
COc1ccc2c(C)cc(Sc3nnnn3-c3ccccc3)nc2c1,6,0,10,3,-0.6,0.9,0.94,-6,-8
CC(C)NC(=O)Nc1cccc2c1O[C@H](CN(C)S(=O)(=O)c1cccs1)[C@@H](C)CN([C@H](C)CO)C2=O,13,-3,-7,5,0.7,1.1,0.87,-4,-1
CC(Oc1ccccc1Cl)C(=O)N(Cc1ccco1)C1CCS(=O)(=O)C1 (stereo not drawn),2,-2,-1,-3,-1.4,1,0.98,-7,-1
COc1ccc(OC)c(/C=C/C(=O)OCC(=O)N2CCCCC2)c1,-13,-2,-10,-4,-0.3,1.1,1.1,-4,-3
O=C(Nc1cccc(Cl)c1)OCCN1CCN(Cc2ccccc2)CCC1=O,-92,0,14,-3,93*,0.85,1.9,-5,-9

# Reprinted at random: 3 records from the list, in no set order.
SMILES,mIAP block,A3A deaminase,hIAP block,beta cell repl,MPTP inh,hIAP act,mIAP act,A3G deaminase,ATG4B inh
COc1ccc(/C=C\C(=O)Oc2cccc(/C=N/NC(=O)Cc3ccc(OC)c(OC)c3)c2)cc1,8,2,1,-6,-1.1,0.99,0.92,-6,-3
CC(=O)n1cc([C@H]2C=C(C(N)=O)O[C@@H](OCc3ccc(CO)cc3)C2)c2ccccc21,-7,-1,2,3,-0.6,0.98,1.1,-11,-10
CC(Oc1ccccc1Cl)C(=O)N(Cc1ccco1)C1CCS(=O)(=O)C1 (stereo not drawn),2,-2,-1,-3,-1.4,1,0.98,-7,-1

# (next part)
SMILES,mIAP block,A3A deaminase,hIAP block,beta cell repl,MPTP inh,hIAP act,mIAP act,A3G deaminase,ATG4B inh
Cc1nn(C)c(C(=O)N/N=C/c2cc3c(cc2Br)OCO3)c1Br,5,0,5,0,2.5,0.95,0.95,2,-12
COC(=O)c1sccc1NC(=O)CC1C(=O)NCCN1C(=O)c1ccc(F)cc1 (stereo not drawn),2,-1,-3,2,0.7,1,0.98,-3,-8
COc1ccc(NC(=O)CN2CCC(NC(=O)C3CCCCC3)CC2)cc1,0,1,11,0,1.9,0.89,1,-4,3
Cc1cccc(N(Cc2ccccc2)C(=O)c2ccccc2F)c1,0,-1,9,0,-0.8,0.91,0.99,-15,8
C=CCNC(=O)c1ccccc1NC(=O)c1ccccc1N(C)S(C)(=O)=O,6,44*,-2,-1,-1.7,1,0.94,5,-6
COc1ccc(C(=O)COC(=O)c2cc(=O)[nH]c3ccccc23)c(OC)c1,-2,0,-4,0,1.0,1,1,-7,-3
CC1CCN(C(=O)COC(=O)Cc2c[nH]c3ccccc23)CC1,-6,4,-8,-1,1.8,1.1,1.1,-3,8
COc1cccc(-c2sc3ccc(OC)cc3c2C#CCC(C)O)c1 (stereo not drawn),2,-4,10,-5,0.5,0.9,0.98,-14,-12
COc1ccccc1NS(=O)(=O)c1ccc(C(=O)NCC(c2ccccc2OC)N(C)C)cc1 (stereo not drawn),7,-2,13,1,0.7,0.87,0.93,-4,2
CCN(CC)CCC(c1ccc(N(C)C)cc1)c1c(OC)cc(OC)c2c(-c3ccccc3)cc(=O)oc12 (stereo not drawn),1,-3,3,-9,0.8,0.97,0.99,-7,-2
CC(=O)c1cccc(NC(=O)Nc2nc(C)cc(C)n2)c1,-3,-4,-19,-4,-0.6,1.2,1,4,-3
COc1ccc(OC)c(NC(=O)c2cccnc2Sc2cc(C)ccc2C)c1,0,0,5,-3,0.6,0.95,0.99,4,2
CSc1ccc(CN2CCCC(CNC(=O)c3ccc(F)cc3)C2)cc1 (stereo not drawn),1,0,-8,-1,1.8,1.1,0.99,-4,-6
CSc1cccc(NC(=O)CN(c2cc(C)ccc2C)S(C)(=O)=O)c1,-46,-2,-24,-4,-3.7,1.2,1.5,-5,-1
Cc1cccc(-n2c(Cc3cc(=O)[nH]c(=O)[nH]3)nnc2SCC(=O)NCC2CCCO2)c1 (stereo not drawn),4,-5,2,-1,-0.3,0.98,0.95,-5,-4
CCOc1ccccc1NC(=O)CSc1nnc2c(CC)c(C)nc(N)n12,-6,3,12,1,0.6,0.89,1.1,2,12
Clc1nc(-c2ccccc2)c2ccccc2n1,6,-5,-6,4,0.2,1.1,0.94,1,4
CCCc1ccc2oc(C(=O)N(C)Cc3cnccn3)c(C)c2c1,0,-2,-2,5,0.3,1,0.99,-9,-6
Cc1cc(C)c(C2=CSC3=NS(=O)(=O)CCN23)c(C)c1,-1,3,-17,1,-0.9,1.2,1,-4,-11
Cc1ccc(S(=O)(=O)NN2C(=O)c3ccccc3NC2c2ccccn2)cc1 (stereo not drawn),1,-1,6,-1,-0.2,0.94,0.99,-5,2
CCS(=O)(=O)c1ccc2oc(Nc3ccccc3C)nc2c1,6,-3,-26,-1,0.4,1.3,0.94,-10,-3
COC(=O)[C@H](Cc1ccccc1)NC(=O)[C@@]1(C)C[C@@H]1[C@@H](NC(=O)OCc1ccccc1)c1ccccc1,-3,3,11,-5,-1.3,0.89,1,-7,-9
COc1cc(OC)c(OC)cc1CNCCSc1nnnn1C,-3,2,6,-2,1.8,0.94,1,1,-10
O=C(NCCc1ccc(O)c(O)c1)C1COc2ccccc2O1 (stereo not drawn),9,-4,6,0,0.7,0.94,0.91,20,-5
CCc1nc(SCc2ccc(F)cc2)[nH]c(=O)c1C#N,4,2,-3,-2,5.7,1,0.96,-1,-7

# (further entries)
SMILES,mIAP block,A3A deaminase,hIAP block,beta cell repl,MPTP inh,hIAP act,mIAP act,A3G deaminase,ATG4B inh
O=C(COC(=O)c1ccc2c(c1)OCO2)NCc1ccc(Cl)cc1,5,2,-13,-3,0.0,1.1,0.95,0,-3
Cc1cc(NC(=O)CCC(=O)N(Cc2ccco2)C2(C(=O)NC3CCCCC3)CCN(C)CC2)no1,2,-2,9,-3,0.0,0.91,0.98,-3,-8
C[C@]12c3[nH]c4ccccc4c3CCN1C(=O)C(CC(=O)NCCN1CCOCC1)C[C@@H]2C(=O)N1CCCCC1 (stereo partly drawn),5,-6,-1,0,-0.2,1,0.95,-7,-9
O=C(NNC(=O)C12CC3CC(CC(C3)C1)C2)[C@@H]1C[C@H]1c1ccccc1,4,1,-29,3,-0.8,1.3,0.96,-8,4
COc1cc([C@H]2c3[nH]c4ccccc4c3C[C@H]3C(=O)N4[C@@H](c5cc(OC)c(OC)c(OC)c5)c5[nH]c6ccccc6c5C[C@H]4C(=O)N23)cc(OC)c1OC,-276,-3,-9,-9,1.5,1.1,3.8*,-8,24
O=C(CSc1n[nH]c(=O)n1-c1ccccc1)Nc1ccccc1C(F)(F)F,-5,-3,9,-2,-0.9,0.91,1.1,-7,1
COc1cccc(CC2(CO)CCN(CC3=CC[C@H]4C[C@@H]3C4(C)C)CC2)c1,8,-2,-7,-2,2.3,1.1,0.92,-9,0
COC(=O)c1ccc2nc(C)c(C)nc2c1,0,-3,-14,0,-0.8,1.1,1,7,-10
CC(=O)n1nc(-c2ccco2)nc1N,3,-2,1,1,0.3,0.99,0.97,-1,2
CCn1c2ccccc2c2nnc(SCC(=O)N3CC(C)OC(C)C3)nc21 (stereo not drawn),0,-4,-11,-2,-0.6,1.1,1,-2,8
CC(=O)c1ccc(NC(=O)CCNC(=O)c2ccccc2Cl)cc1,3,1,8,0,0.5,0.92,0.97,-7,-2
Cc1c(Cl)cccc1N(CC(=O)NC1CCCCC1)S(C)(=O)=O,-3,-2,-4,1,0.3,1,1,-2,-8
O=C(O/N=C1/CCSc2ccccc21)c1ccccc1,2,1,-3,0,4.2,1,0.98,-1,42*
Cc1ccc(CN2CCN(Cc3cccn3-c3ccc(Cl)cn3)CC2CCO)o1 (stereo not drawn),2,-3,-10,-2,1.1,1.1,0.98,-3,0
Cc1cccc(CCN2CCC(C(=O)c3ccc(NS(C)(=O)=O)cc3)CC2)n1,-9,0,-11,2,.,1.1,1.1,-5,.
O=C(NCCO)/C(=C/c1cccc([N+](=O)[O-])c1)NC(=O)c1ccco1,5,2,24,-1,-2.6,0.76,0.95,-1,-9
Cc1c(Cl)cccc1NC(=S)NCc1ccc(Cl)cc1,-51,0,13,-3,13,0.87,1.5,1,70*
CCCCC(=O)NN(C)c1nc(-c2ccccc2)nnc1C(F)(F)F,-14,-8,-15,-2,5.3,1.1,1.1,-8,-8
CCOc1ccc(-c2ccc(SCC(=O)Nc3nnc(CC)s3)nn2)cc1,1,3,1,-5,2.5,0.99,0.99,-1,1
COC(=O)C1=[N+]([O-])OC(C(=O)OC)C1c1c[nH]c2ccccc12 (stereo not drawn),-6,-3,-48,-1,-1.7,1.5,1.1,-5,-5
COc1ccccc1C(=O)Nc1ccnn1C1CCN(Cc2ncc[nH]2)CC1,1,3,-9,0,-0.5,1.1,0.99,6,39

# Bioassay records deposited in PubChem by Sanford-Burnham Center for Chemical Genomics.
